Pol beta inh = DNA polymerase beta (human) inhibition | AID 485314 | P06746 | Potency, µM (series often up to 114 µM), for inactives: top-dose activity change, negative = inhibition, actives largely listed as inhibitors | Pol beta primer extension/strand displacement, fluorescence kinetic | 340,000 compounds, 1.3% hits; note: potency is the fitted concentration of half-maximal effect; % is set by controls: 0 for no effect and ±100 for the full control effect
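Pol beta (10 nM) and compounds were preincubated 15 min at room temperature, then 50 nM substrate (final) started primer extension/strand displacement. Reads were taken at 0 and 10 min; concentration-response data were fitted to a four-parameter Hill equation.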
PGK inhibitor = blocks T. brucei phosphoglycerate kinase | 380,000 compounds, 0.043% hits | PGK/GAPDH coupled, Kinase-Glo luminescence, 60 min | AID 602233 | Potency, µM (top dose mostly 57.5 µM), for inactives: at the top dose activity change, negative = inhibition, actives largely listed as inhibitors | P07378; note: potency is the fitted concentration of half-maximal effect; % is set by controls: 0 for no effect and ±100 for the full control effect; nearly all actives have a fitted effect of over 60% in size
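Luminescent ATP detection (Kinase-Glo Plus) follows a 60-minute room-temperature incubation, with wells lacking PGK as controls. Buffer: 100 mM TEA (pH 7.6), 5 mM MgCl2, 0.01% Tween-20. Coupling enzyme GAPDH (100 nM final) supplies unstable 1,3-BPG in-well.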
BLM helicase inh = Bloom syndrome helicase (human) inhibition; Potency, µM (titrated, usually from 56.1 µM), for inactives: at the highest dose activity change, negative = inhibition, most hits filed as inhibitors; recombinant BLM DNA unwinding, fluorescence dequenching; 350,000 compounds, 0.2% hits;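 note: potency is the fitted concentration of half-maximal effect; plate controls were vehicle for no effect and no enzyme for full effect; nearly all actives have a fitted effect of over 35% in size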
RXFP1 antag = RXFP1 (human) relaxin receptor antagonism | activity change, negative = inhibition, % at 57.5 µM | HEK293-RXFP1, relaxin-stimulated cAMP HTRF, 30 min; active compounds read low | AID 1259400 | 350,000 compounds, 0.59% hits;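 active = activity change of -60% or lower, but not beyond a set lower limit; inconclusive = change between -60% and -40%, or beyond the set limit; inactive = change above -40%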; note: % is set by controls: 0 for no effect and ±100 for the full control effect
Anesthetic bind = candidate novel general anesthetic via apoferritin binding; Potency, µM (doses to about 77.5 µM), inactives show at the highest dose activity change, negative = displacement, usual class: inhibitors; AID 485281; P02791; 350,000 compounds, 0.074% hits; apoferritin/1-aminoanthracene competitive binding, fluorescence; note: potency is the fitted concentration of half-maximal effect; % is set by controls: 0 for no effect and ±100 for the full control effect; nearly all actives have a fitted effect of over 20% in size
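In PBS, apoferritin at 10 uM is loaded with 1-AMA from a 50% saturated solution. After 10 min of compound exposure at ambient temperature, reduced 535 nm fluorescence indicates probe displacement.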
POLI inh = blocks human DNA polymerase iota activity; 390,000 compounds, 1% hits; Potency, µM (doses to about 115 µM), without a hit: top-dose activity, negative = inhibition, usual class: inhibitors; Pol iota fluorescent replication assay, 10 min; note: potency is the fitted concentration of half-maximal effect
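Fluorescent replication assay read twice, at 0 min and 10 min after adding 50 nM (final) substrate. Enzyme (10 nM) and compounds were first incubated 15 min at room temperature; enzyme-free buffer wells were negative controls.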
POLH inh = DNA polymerase eta (human) inhibition. Potency, µM (titrated, usually from 114 µM), without a hit: at the highest dose activity change, negative = inhibition, most hits filed as inhibitors. 390,000 compounds, 1.2% hits. AID 588591. recombinant Pol eta, fluorescent DNA replication assay; note: potency is the fitted concentration of half-maximal effect; % is set by controls: 0 for no effect and ±100 for the full control effect
Target sequence (Q9Y253 whole entry, looked up): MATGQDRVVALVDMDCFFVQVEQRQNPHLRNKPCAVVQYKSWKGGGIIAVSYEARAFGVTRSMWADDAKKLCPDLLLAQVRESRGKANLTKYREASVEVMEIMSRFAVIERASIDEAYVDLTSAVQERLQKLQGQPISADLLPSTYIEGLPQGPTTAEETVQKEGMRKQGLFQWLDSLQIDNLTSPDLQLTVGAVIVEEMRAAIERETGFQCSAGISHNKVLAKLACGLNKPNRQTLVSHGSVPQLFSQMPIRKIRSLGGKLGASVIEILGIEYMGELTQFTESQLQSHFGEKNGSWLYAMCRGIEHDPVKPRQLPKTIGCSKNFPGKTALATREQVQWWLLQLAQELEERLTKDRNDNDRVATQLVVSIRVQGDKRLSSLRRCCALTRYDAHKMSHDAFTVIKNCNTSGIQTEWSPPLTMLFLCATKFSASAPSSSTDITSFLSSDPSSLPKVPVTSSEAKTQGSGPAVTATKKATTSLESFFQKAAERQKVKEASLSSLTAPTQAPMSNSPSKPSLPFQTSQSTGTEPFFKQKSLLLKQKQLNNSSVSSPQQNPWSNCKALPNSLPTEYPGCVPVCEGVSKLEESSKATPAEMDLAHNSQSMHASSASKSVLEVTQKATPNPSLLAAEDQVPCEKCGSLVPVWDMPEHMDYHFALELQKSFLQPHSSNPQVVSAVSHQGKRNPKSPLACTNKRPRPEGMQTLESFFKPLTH
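Fluorescent replication assay: 50 nM final substrate added after a 15 min room-temperature compound preincubation with 10 nM enzyme. Signal taken at 0 min and again at 10 min.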
POLK inh = DNA polymerase kappa (human) inhibition | Q9UBT6 | purified Pol kappa, fluorescent DNA synthesis assay, 10 min | Potency, µM (highest dose often 107 µM), for inactives: at the top dose activity, negative = inhibition, hits mostly inhibitors | 400,000 compounds, 0.53% hits; note: potency is the fitted concentration of half-maximal effect; % is set by controls: 0 for no effect and ±100 for the full control effect
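10 nM Pol kappa was preincubated with compounds for 15 min at room temperature. Reaction started with 50 nM (final) substrate. Fluorescence read kinetically at 0 and 10 min.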
APEX1 inh = blocks human APE1 abasic DNA cleavage; 350,000 compounds, 0.35% hits; Potency, µM (highest dose often 65.8 µM), inactives show at the highest dose activity change, negative = inhibition, actives largely listed as inhibitors; recombinant APE1, TAMRA/BHQ-2 abasic DNA cleavage fluorescence; AID 2517;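 note: potency is the fitted concentration of half-maximal effect; plate controls were vehicle for no effect and reference inhibitor for full effect; nearly all actives have a fitted effect of over 55% in size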
Target sequence (P27695 whole entry, looked up): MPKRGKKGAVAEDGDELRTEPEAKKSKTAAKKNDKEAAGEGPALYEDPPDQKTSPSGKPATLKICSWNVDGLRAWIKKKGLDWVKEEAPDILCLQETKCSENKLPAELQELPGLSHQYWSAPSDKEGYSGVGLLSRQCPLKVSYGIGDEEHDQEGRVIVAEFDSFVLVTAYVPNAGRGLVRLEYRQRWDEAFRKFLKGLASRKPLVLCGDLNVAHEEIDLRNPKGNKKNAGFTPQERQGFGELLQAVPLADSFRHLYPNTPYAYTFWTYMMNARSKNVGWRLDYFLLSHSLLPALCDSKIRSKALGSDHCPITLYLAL
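APE1 at 0.75 nM final was preincubated with compound 15 min at room temperature, then 50 nM double-stranded THF abasic-site substrate (5'-TAMRA/3'-BHQ-2) was added. Fluorescence (ex 525/em 598 nm) was read kinetically; third-minus-first read gave activity.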
An asterisk follows results filed as active; [ ] = remark or other dose. Unless noted, calls come from the whole dose curve; as a rule, active = well fitted curve in the direction sought with a large enough effect; inconclusive = small, poorly fitted or top-dose-only effect, or another doubt; inactive = no such curve, though single readings can be large; an effect the other way counts as inactive or inconclusive.

`Cc1ccccc1CN1CCC(CNc2ncnc3onc(-c4ccc(Cl)cc4)c23)CC1` gave Pol beta inh -2%, PGK inhibitor -4%, BLM helicase inh -1%, Anesthetic bind -6%, POLI inh 7%, POLH inh -21% and POLK inh -4%.
Screening O=C(CC1S/C(=N/N=C/c2cccs2)NC1=O)Nc1ccc(Cl)cc1 (stereo not drawn) returned Pol beta inh inconclusive, PGK inhibitor 4%, BLM helicase inh 1%, RXFP1 antag -16, Anesthetic bind -7%, POLI inh 12%, POLH inh -17%, POLK inh -3% and APEX1 inh -1%.
Cc1cccc(NC(=O)N2CCc3c(sc4c3CCCC4)C2c2ccc(F)cc2)c1 (stereo not drawn) was read as Pol beta inh 19%, PGK inhibitor 13%, BLM helicase inh -9%, RXFP1 antag -2, Anesthetic bind 11%, POLI inh -8%, POLH inh -6% and POLK inh -3%[60.1 µM].
Screening CCOc1ccc(NC(=O)c2c(NCc3cccs3)sc3c2CCCCC3)cc1 returned Pol beta inh 17%, PGK inhibitor inactive, BLM helicase inh -7%, RXFP1 antag -27, Anesthetic bind -9%, POLI inh -9%, POLH inh -6% and POLK inh -7%[60.1 µM].
N/C(=N\OC(=O)COc1ccc2ccccc2c1Br)c1ccccn1 was read as Pol beta inh 4%, PGK inhibitor -7%, BLM helicase inh -15%, RXFP1 antag 5, Anesthetic bind inconclusive, POLI inh 3%, POLH inh 0%, POLK inh 5% and APEX1 inh 4%.
Screening C=CCn1c(SCC(=O)NCC)nnc1-c1cc2c(s1)CCC(CC)C2 (stereo not drawn) returned Pol beta inh 8%, PGK inhibitor -6%, BLM helicase inh -2%, RXFP1 antag -14, Anesthetic bind 2%, POLI inh 12%, POLH inh -7%, POLK inh -17% and APEX1 inh -4%.
`COC(=O)C1=C(N)N(c2ccc(F)cc2)C2=C(C(=O)CCC2)C1c1ccc2c(c1)OCO2` (stereo not drawn) gave Pol beta inh -21%, PGK inhibitor -9%, BLM helicase inh -2%, RXFP1 antag -8, Anesthetic bind -9%, POLI inh 1%, POLH inh -18%, POLK inh -12% and APEX1 inh 0%.
Cc1cc(/C=C(\C#N)C(=O)OCC(=O)NC(=O)NC(C)(C)C)c(C)n1CCC(C)C was read as Pol beta inh -1%, PGK inhibitor -4%, BLM helicase inh -12%, RXFP1 antag -16, Anesthetic bind -21%, POLI inh 4%, POLH inh inconclusive, POLK inh -2% and APEX1 inh 4%.
`FC(F)(F)c1nc(=S)c2ccccc2[nH]1` gave Pol beta inh 11%, PGK inhibitor -2%, BLM helicase inh -3%, RXFP1 antag 8, Anesthetic bind 0%, POLI inh 0%, POLH inh -9%, POLK inh 11% and APEX1 inh -4%.
NNC(=O)COc1cccc(C(F)(F)F)c1 was read as Pol beta inh 0%, PGK inhibitor -2%, BLM helicase inh -3%, RXFP1 antag 2, Anesthetic bind inconclusive, POLI inh 46%[activator], POLH inh 1%, POLK inh 0% and APEX1 inh -5%.
`COc1cc2ncc(S(=O)(=O)c3ccccc3)c(N3CCC4(CC3)OCCO4)c2cc1OC` gave Pol beta inh 19%, PGK inhibitor -5%, BLM helicase inh -7%, RXFP1 antag 4, Anesthetic bind inconclusive, POLI inh 17%, POLH inh -21%, POLK inh -4%[60.1 µM] and APEX1 inh inconclusive.
For O=C(Cn1nnc(-c2ccc(N3CCOCC3)cc2)n1)N1CCOCC1 the results were Pol beta inh 2%, PGK inhibitor -6%, BLM helicase inh -4%, RXFP1 antag 8, Anesthetic bind 2%, POLI inh 32%[activator], POLH inh -12%, POLK inh 0% and APEX1 inh 7%.
`COc1ccc(-c2nn(-c3ccccc3)cc2/C=N/Nc2ccccn2)cc1` gave Pol beta inh 58%, BLM helicase inh -4%, Anesthetic bind 1% and APEX1 inh 5%.
`COc1cc(C)c(NC(=S)Nc2cccc(Cl)c2C)cc1OC` gave Pol beta inh 30%, PGK inhibitor 1%, BLM helicase inh -2%, RXFP1 antag -7, Anesthetic bind -5%, POLI inh 11%, POLH inh -9%, POLK inh -22% and APEX1 inh 10%.
Cn1ncc(Br)c1C(=O)N1CCCCCC1 was read as Pol beta inh 0%, PGK inhibitor 1%, BLM helicase inh 0%, RXFP1 antag -16, Anesthetic bind -5%, POLI inh 121%[activator], POLH inh 3%, POLK inh -9% and APEX1 inh 8%.
CCOC(=O)Cc1ncccc1C(=O)Nc1ccc(OC(F)(F)F)cc1 was read as Pol beta inh 9%, PGK inhibitor -10%, BLM helicase inh -1%, RXFP1 antag -18, Anesthetic bind -10%, POLI inh 78%[activator], POLH inh -14%, POLK inh 0% and APEX1 inh 1%.
CCCN1Cc2cccc(C(=O)Nc3ccccc3C(=O)OC)c2C1=O was read as Pol beta inh 2%, BLM helicase inh 0%, RXFP1 antag -12, Anesthetic bind -2%, POLI inh -5% and POLK inh -4%.
`Cc1cccc(Oc2nc(-c3ccccc3)cc(C)c2S(C)(=O)=O)c1C` gave Pol beta inh -2%, PGK inhibitor -6%, BLM helicase inh -15%, RXFP1 antag -5, Anesthetic bind inconclusive, POLI inh 9%, POLH inh -21%, POLK inh -9% and APEX1 inh -2%.
For COc1cccc(NS(=O)(=O)c2ccc3c(c2)n(C)c(=O)c(=O)n3C)c1 the results were Pol beta inh inconclusive, PGK inhibitor -13%, BLM helicase inh 1%, RXFP1 antag 6, Anesthetic bind -8%, POLI inh 3%, POLH inh -4%, POLK inh 4% and APEX1 inh 0%.
Screening CCOc1ccc(C2C(C(N)=O)=C(C)Nc3ncnn32)cc1OC (stereo not drawn) returned Pol beta inh 1%, PGK inhibitor 0%, BLM helicase inh -1%, RXFP1 antag 4, Anesthetic bind -3%, POLI inh -6%, POLH inh -4%, POLK inh -7% and APEX1 inh 52%.
`COc1ccc(CN2CCc3c([nH]c4ccccc34)C2)c(OC)c1C` gave Pol beta inh -3%, PGK inhibitor -3%, BLM helicase inh 1%, RXFP1 antag -25, Anesthetic bind -5%, POLI inh 83%[activator], POLH inh -5%, POLK inh -11% and APEX1 inh 29%.
CCOC(=O)c1c(NC(=O)/C=C/c2ccc(C)cc2)sc(C(C)=O)c1C was read as Pol beta inh -1%, PGK inhibitor 1%, BLM helicase inh -1%, RXFP1 antag -10, Anesthetic bind -8%, POLI inh 6%, POLH inh -3% and POLK inh -2%.
CCOC(=O)c1cc(OC(=O)c2ccc(OC)c(OC)c2)n(-c2ccccc2)n1 was read as Pol beta inh -11%, PGK inhibitor -3%, BLM helicase inh -3%, Anesthetic bind -6%, POLI inh 16%, POLH inh -9% and POLK inh -8%.
Cc1ccc(NC(=O)c2ccc3c(c2)OCO3)cc1Cl was read as Pol beta inh 11%, PGK inhibitor -10%, BLM helicase inh 0%, RXFP1 antag 16, Anesthetic bind -10%, POLI inh -3%, POLH inh 7%, POLK inh -2% and APEX1 inh -19%.
For Cc1cc(C)cc(N2CCn3c2nc2c3c(=O)n(CCc3ccccc3)c(=O)n2C)c1 the results were Pol beta inh 0%, PGK inhibitor inactive, BLM helicase inh -2%, RXFP1 antag -9, Anesthetic bind 0%, POLI inh 133%[activator], POLH inh -20% and POLK inh 2%.
For COC(=O)c1ccc(Nc2cc(C)nc(-c3ccccc3O)n2)cc1 the results were Pol beta inh inconclusive, PGK inhibitor -7%, BLM helicase inh -9%, RXFP1 antag 19, Anesthetic bind -10%, POLI inh -3%, POLH inh inconclusive, POLK inh -4% and APEX1 inh 1%.
`CCCC(C(=O)NC(C)(C)C)N(C(=O)c1snc(C(N)=O)c1N)c1ccc2c(c1)OCCO2` (stereo not drawn) gave Pol beta inh -1%, PGK inhibitor -3%, BLM helicase inh -3%, RXFP1 antag -3, Anesthetic bind -15%, POLI inh 34%[activator], POLH inh -11%, POLK inh -3% and APEX1 inh 0%.
For Cn1c(=O)n(C)c2cc(NC(=O)CSc3nc4ccccc4c(=O)[nH]3)ccc21 the results were Pol beta inh -13%, PGK inhibitor -5%, BLM helicase inh -1%, RXFP1 antag -5, Anesthetic bind 1%, POLI inh 65%[activator], POLH inh -9%, POLK inh 1% and APEX1 inh 8%.
For COCCNC(=O)C1CCCN(S(=O)(=O)c2ccc3c(ccn3C)c2)C1 (stereo not drawn) the results were Pol beta inh -28%, PGK inhibitor -6%, BLM helicase inh 2%, RXFP1 antag 6, Anesthetic bind -3%, POLI inh 28%, POLH inh -19% and POLK inh 1%[60.1 µM].
COc1ccc(C2=CC(=O)C[C@H](c3ccc4c(c3)OCO4)C2)cc1 was read as PGK inhibitor -4%, POLI inh -13%, POLH inh -19%, POLK inh 2% and APEX1 inh 9%.

Taken from the results shown for reference:
`COc1ccc(CN2CCc3c([nH]c4ccccc34)C2)c(OC)c1C` gave Pol beta inh -3%, PGK inhibitor -3%, BLM helicase inh 1%, RXFP1 antag -25, Anesthetic bind -5%, POLI inh 83%[activator], POLH inh -5%, POLK inh -11% and APEX1 inh 29%.
CCOC(=O)c1c(NC(=O)/C=C/c2ccc(C)cc2)sc(C(C)=O)c1C was read as Pol beta inh -1%, PGK inhibitor 1%, BLM helicase inh -1%, RXFP1 antag -10, Anesthetic bind -8%, POLI inh 6%, POLH inh -3% and POLK inh -2%.
CCOC(=O)c1cc(OC(=O)c2ccc(OC)c(OC)c2)n(-c2ccccc2)n1 was read as Pol beta inh -11%, PGK inhibitor -3%, BLM helicase inh -3%, Anesthetic bind -6%, POLI inh 16%, POLH inh -9% and POLK inh -8%.
Cc1ccc(NC(=O)c2ccc3c(c2)OCO3)cc1Cl was read as Pol beta inh 11%, PGK inhibitor -10%, BLM helicase inh 0%, RXFP1 antag 16, Anesthetic bind -10%, POLI inh -3%, POLH inh 7%, POLK inh -2% and APEX1 inh -19%.

Screening data from PubChem.

Not all compounds are listed (hit frequency here may not be typical).
